Screening results as filed in PubChem BioAssay.
DAX1 inh-1 – DAX1 (NR0B1) inhibitors on StAR promoter, primary screen, cell-based, luminescence, SF-1 (NR5A1), full-length DAX-1; AID 652010, 2013; inhibition, % at 6.8 µM; 370,000 tested, 1.1% active; HEK293T StAR-luciferase reporter, SF-1/DAX-1 repression relief;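 active = inhibition above the mean over all tested compounds plus 3 SD, cut at about 3.6% in these data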;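 also: 0% = DAX-1 cells with DMSO and 100% = cells lacking DAX-1 with DMSO; higher inhibition means more luminescence from relief of DAX-1 repression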
ssDAF-12 act – S. stercoralis DAF-12 nuclear receptor activators, primary screen, cell-based, luminescence, HEK293, GRIP1 co-expression, lit1-tk-luc | Nuclear hormone receptor DAF-12 (Strongyloides stercoralis) | HEK293 ssDAF-12/GRIP1 lit1-tk-luc reporter; % of 3 µM dafachronic acid response | activation, % at 6.8 µM | 370,000 tested, 1% active | AID 652126, 2013;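 active = activation above the mean over all tested compounds plus 3 SD, cut at about 0.9% in these data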;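 also: 0% = DMSO-only wells and 100% = 3 µM delta7-dafachronic acid wells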
NR1D1 modulator – modulators of Rev-erb alpha DNA binding, primary screen, biochemical, FITC-DNA, fluorescence polarization, uHTS | AID 1259318, 2017 | 370,000 tested, 0.79% active | Rev-erbα–FITC-DNA binding, 90 min | activity, % at 10 µM;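 active = activity above about 14%, limit read from the data; passing the limit was not always enough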;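 also: 0% = DMSO wells with 35 nM protein and 100% = DMSO wells with 750 nM protein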
DAX1 inh-2 – DAX1 (NR0B1) inhibitors, primary screen, cell-based, HEK293, Gal4-DAX1, luciferase luminescence. Nuclear receptor subfamily 0 group B member 1 (Homo sapiens), P51843. HEK293 Gal4-DAX1 luciferase reporter. inhibition, % at 6.75 µM. 340,000 tested, 0.99% active. AID 504766, 2011;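 active = inhibition above the mean over all tested compounds plus 3 SD, cut at about 4.2% in these data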;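 also: 0% = DAX1-transfected cells with DMSO and 100% = empty-vector control cells with DMSO; inhibition shows as a rise in luminescence from relieved DAX1 repression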
Target sequence (P51843 207-470 limits assumed): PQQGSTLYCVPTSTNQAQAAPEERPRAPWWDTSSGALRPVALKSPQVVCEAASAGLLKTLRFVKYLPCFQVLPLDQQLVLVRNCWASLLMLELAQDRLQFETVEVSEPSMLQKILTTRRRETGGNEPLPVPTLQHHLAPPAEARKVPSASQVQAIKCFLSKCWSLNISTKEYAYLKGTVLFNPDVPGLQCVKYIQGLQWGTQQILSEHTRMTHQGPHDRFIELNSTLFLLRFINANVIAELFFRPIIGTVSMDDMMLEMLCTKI
ADAM17 inh – ADAM17 inhibitors, primary screen, biochemical, QFRET. Disintegrin and metalloproteinase domain-containing protein 17 (Homo sapiens), P78536. recombinant ADAM17, EDANS/DABCYL FRET peptide cleavage. inhibition, % at 6.95 µM. 370,000 tested, 0.83% active. AID 720648, 2013;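 active = inhibition above the mean of compounds lying between control limits plus 3 SD, set per campaign, cut at about 8.5% in these data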;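 also: 0% = DMSO-only wells as the low control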
Target sequence (P78536 215-824 limits assumed): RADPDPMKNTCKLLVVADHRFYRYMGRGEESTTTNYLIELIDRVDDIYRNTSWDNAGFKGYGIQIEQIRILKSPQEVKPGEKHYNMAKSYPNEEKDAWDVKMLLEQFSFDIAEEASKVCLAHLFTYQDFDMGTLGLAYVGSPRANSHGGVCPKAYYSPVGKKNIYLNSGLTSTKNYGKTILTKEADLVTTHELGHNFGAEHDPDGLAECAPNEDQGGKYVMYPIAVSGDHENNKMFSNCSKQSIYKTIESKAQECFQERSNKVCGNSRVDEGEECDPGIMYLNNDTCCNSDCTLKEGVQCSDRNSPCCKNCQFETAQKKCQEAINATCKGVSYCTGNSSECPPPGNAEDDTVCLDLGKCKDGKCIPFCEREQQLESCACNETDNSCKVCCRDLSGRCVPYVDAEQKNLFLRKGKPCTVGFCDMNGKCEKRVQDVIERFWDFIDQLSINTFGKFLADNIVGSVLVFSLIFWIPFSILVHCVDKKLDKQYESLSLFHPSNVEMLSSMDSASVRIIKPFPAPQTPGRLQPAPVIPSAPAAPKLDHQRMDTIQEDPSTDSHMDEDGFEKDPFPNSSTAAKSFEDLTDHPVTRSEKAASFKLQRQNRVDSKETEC
PLCb3 inh – human PLC-beta3 inhibitors, primary screen, biochemical, fluorescence | Purified PLC-beta3, fluorogenic substrate | inhibition, % at 12.2 µM | 370,000 tested, 0.18% active | AID 720704, 2013; in the data active = inhibition above about 11%;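 also: 0% = median of compound wells on plate and 100% = full blocker control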
MBD2 DNA inh – inhibitors of MBD2 binding to methylated DNA, primary screen, biochemical, TR-FRET, DNA-binding domain, human; MBD2 binding to methylated oligonucleotide; inhibition, % at 4.4 µM; 370,000 tested, 0.31% active; in the data active = inhibition above about 13%
PLCg1 inh – PLC-gamma1 enzyme inhibitors, primary screen, biochemical, fluorescence, purified enzyme; 370,000 tested, 0.84% active; fluorogenic substrate; inhibition, % at 12.2 µM; 1-phosphatidylinositol 4,5-bisphosphate phosphodiesterase gamma-1 (Homo sapiens), P19174; AID 720700, 2013; in the data active = inhibition above about 9.5%
hgDAF-12 ag – H. glycines DAF-12 receptor agonists, primary screen, cell-based, luminescence, HEK293, GAL4 fusion, UAS-luciferase. Nuclear hormone receptor DAF-12 (Heterodera glycines), GAL4 fusion. HEK293 GAL4-hgDAF12 UAS-luciferase reporter, agonist luminescence; normalized to butyrate control. activation, % at 6.8 µM. 370,000 tested, 1.8% active. AID 687014, 2013;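 active = activation above a cutoff set at the mean of all screened compounds plus 3 SD, cut at about 10% in these data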;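 also: 0% = DMSO wells and 100% = sodium butyrate wells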
SMARCA2 activ – SMARCA2 (BRM) function activators, primary screen, cell-based, luminescence, high throughput. MG213 cells, MMTV-luciferase reporter, dexamethasone, overnight. activation, % at 9.1 µM. 370,000 tested, 1% active; in the data active = activation above about 7.8%;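 also: 0% = vehicle wells and 100% = reference activator wells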
hcDAF12 agonist – H. contortus DAF-12 nuclear receptor activators, primary screen, cell-based, luminescence, HEK293, lit1-tk-luc reporter; HEK293 hcDAF-12 lit1-tk-luc reporter; 0% DMSO, 100% Δ7-dafachronic acid; activation, % at 6.8 µM; 370,000 tested, 1.4% active; AID 652067, 2013;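 active = activation above the mean of all tested compounds plus 3 SD, cut at about 5.5% in these data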;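 also: 100% = response to 3 µM Δ7-dafachronic acid high control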
Numbers without * were called inactive; x = no result given.

Every second line gives: PLCg1 inh | PLCb3 inh | hgDAF-12 ag | DAX1 inh-1 | hcDAF12 agonist | MBD2 DNA inh | SMARCA2 activ | ADAM17 inh | NR1D1 modulator | DAX1 inh-2 | ssDAF-12 act
- COc1ccc(N(C(=O)CNC(=O)c2ccco2)C(C(=O)NCC2CCCO2)c2ccccc2)cc1 (stereo not drawn)
→ 2 | -4 | -0.7 | -0.3 | -1.1 | 6 | -4 | 0 | -1 | -0.2 | -0.6
- COc1ccc(/C=N\NC(=O)c2ccc(=O)[nH]n2)cc1O
→ 5 | 2 | 4.4 | -0.4 | 2.9 | -6 | 12* | 3 | 1 | -0.3 | -1.0
- C=CCC(Nc1ccccc1)c1cccc(OC)c1OC (stereo not drawn)
→ 1 | -3 | 0.6 | -0.4 | 0.1 | -1 | 4 | 2 | 4 | x | -1.2
- O=C(NNC(=O)c1nn(-c2ccc(F)cc2)ccc1=O)Nc1cccc(Cl)c1
→ 1 | -3 | -1.2 | -0.3 | -0.3 | 4 | -1 | 3 | 3 | x | -0.5
- CCCCCCOC(=O)/C=C/c1c(C)[nH]c(=O)[nH]c1=O
→ 4 | 3 | -1.0 | -0.4 | 1.0 | 3 | 0 | 2 | 4 | 0.0 | -1.1
- Cc1ccc(NS(=O)(=O)c2ccc(C(=O)NCc3ccncc3)cc2)cc1
→ 3 | 0 | -0.8 | -0.3 | -2.3 | -3 | 1 | 2 | 4 | 0.7 | -1.2
- Cc1nnc(Sc2cc(C(=O)NCCCOC(C)C)c3ccccc3n2)s1
→ -3 | -9 | 0.8 | 0.4 | -1.1 | -3 | -2 | -2 | -3 | 0.0 | -1.1
- Cc1[nH][nH]c(=O)c1C(c1ccc([N+](=O)[O-])cc1)c1c(C)[nH][nH]c1=O
→ 5 | 1 | -0.3 | 0.0 | 0.1 | -4 | 4 | -1 | -1 | -1.2 | -1.9
- O=[N+]([O-])c1ccc2nc(COCc3nc4ccccc4[nH]3)[nH]c2c1
→ 3 | 2 | -4.6 | x | -3.7 | 0 | x | 1 | 7 | x | -1.2
- COCCn1c(=NC(=O)C2COc3ccccc3O2)sc2cc(S(N)(=O)=O)ccc21 (stereo not drawn)
→ -1 | 2 | -2.2 | 0.2 | -0.2 | -2 | -2 | 3 | -6 | 0.2 | -2.1
- Cn1c(C(O)c2ccc3c(c2)OCO3)nc2ccccc21 (stereo not drawn)
→ -1 | -4 | -0.5 | -0.4 | -1.9 | -1 | 2 | -2 | -1 | 1.6 | -0.5
- Cc1ccc(Cl)cc1N(C(=O)c1csnn1)C(C(=O)NC1CCCC1)c1ccco1 (stereo not drawn)
→ -1 | -1 | -0.3 | -0.1 | 0.2 | 0 | -2 | -1 | -3 | -0.7 | -1.1
- CCOC(=O)N1CCN(S(=O)(=O)c2cccc3nsnc23)CC1
→ 8 | 1 | -2.5 | -0.1 | -1.7 | 6 | -1 | -2 | 0 | -1.2 | -1.4
- CCC(=O)N1CCN(c2ccc(NC(=O)c3ccc(N4CCCC4)c([N+](=O)[O-])c3)cc2)CC1
→ 0 | 0 | -1.2 | -0.5 | -0.1 | 1 | -3 | 1 | 6 | 0.2 | -0.8
- Cc1cccc(-c2c3c(nc4c2c(=O)n(C)c(=O)n4C)-c2ccccc2C3O)c1 (stereo not drawn)
→ -1 | -6 | 0.8 | 0.1 | -1.4 | 1 | -3 | -3 | 0 | 0.6 | -0.8
- Cc1ccc(S(=O)(=O)NC(=O)Nc2cccc(C)n2)cc1
→ -1 | -5 | -0.9 | -0.1 | 1.1 | 6 | -1 | -7 | 1 | x | -0.7
- CCOC(=O)C1CCN(C=Nc2cc(C)on2)CC1
→ 0 | -2 | 1.3 | -0.3 | -0.3 | 0 | 0 | -4 | 5 | 1.8 | -1.1
- O=C(CSc1nnc(-c2cccs2)n1-c1ccccc1)Nc1ccccc1
→ 1 | 1 | -0.1 | 0.4 | 0.1 | 1 | 0 | 1 | 112* | 0.5 | -1.4
- Cc1cccc(C(=O)N2CCCN(C(=O)c3cccc(C)c3)CC2)c1
→ -3 | 1 | 2.4 | 0.1 | -0.2 | 13 | 2 | -3 | 1 | 0.0 | -1.4
- S=C(Nc1cccnc1)N1CCc2ccccc21
→ 0 | -3 | 1.6 | 0.1 | 6.4* | 6 | 1 | 2 | 0 | 0.4 | -0.3
- Cc1cccc(OCc2nnc(SCC(=O)N3CCCC3)n2C)c1
→ 0 | 1 | -0.4 | -0.2 | -2.0 | 0 | 2 | -1 | 4 | 2.0 | -1.3
- O=C(Oc1c(-c2ccccc2)c(=O)n2c3c(cccc13)CC2)c1ccccc1
→ -5 | -5 | 0.0 | -1.0 | -1.2 | 2 | -2 | -5 | -6 | x | -2.0
- CN1CCN(c2ccc(NC(=O)c3cccs3)cc2)CC1
→ 2 | -2 | 15* | 4.3* | 4.3 | 6 | 4 | -2 | -7 | 5.7* | 0.0
- Cc1ccc(SCCC(=O)NC(C)C)cc1
→ 7 | 4 | 1.0 | -0.2 | -1.3 | -1 | 1 | 0 | 3 | -0.4 | -0.6
- CCCc1cc(=O)oc2cc(O[C@@H]3O[C@H](CO)[C@@H](O)[C@H](O)[C@H]3O)ccc12
→ -3 | 0 | 0.2 | -0.3 | -1.9 | 1 | -1 | -10 | 1 | -0.8 | -1.4
- COc1ccccc1Nc1nc(NCc2ccco2)nc(N)c1[N+](=O)[O-]
→ 5 | -4 | -1.4 | -0.6 | -1.3 | 0 | 0 | -4 | 2 | x | -1.9
- O=C(CSc1nc2[nH]ncc2c(=O)[nH]1)Nc1ccccc1F
→ 0 | 1 | -1.9 | 2.8 | 0.0 | -3 | -3 | 1 | 9 | -1.3 | -1.6
- CCN1C(=NCc2ccc(OC)cc2)N[C@@H](c2ccccc2)[C@H](C(=O)OC)[C@H]1C
→ -1 | -1 | -0.1 | 0.6 | -0.5 | -1 | 1 | -5 | 1 | 1.2 | -1.2
- NC(=S)N/N=C/c1ccccc1
→ -3 | 2 | -2.2 | -0.8 | -2.6 | -7 | -1 | -1 | 1 | 0.3 | -0.5
- Cc1cccc(N2CCN(C(=O)Cn3cccc3)CC2)c1C
→ -2 | -5 | -2.5 | -1.1 | -1.7 | 7 | -1 | -4 | -6 | 0.0 | -1.3
- CC1Cc2cc(/C=C3/SC(N4CCC(C(N)=O)CC4)=NC3=O)ccc2O1 (stereo not drawn)
→ -15 | -39 | 0.9 | -1.1 | 1.3 | -1 | -1 | -5 | -8 | x | -1.4
- COc1cc(NS(=O)(=O)c2ccc(NC(=S)NC(=O)c3sc4cc(F)ccc4c3Cl)cc2)nc(OC)n1
→ -2 | -6 | -1.1 | 0.6 | 0.3 | 4 | -1 | -4 | 1 | -1.2 | -1.1
- O=C(NCc1ccc(F)cc1)c1cc(C2CCCCN2C(=O)c2ccc3c(c2)CCO3)on1 (stereo not drawn)
→ 2 | 2 | -2.1 | -0.3 | -1.6 | -2 | 0 | 0 | 2 | x | -2.1
- COCCOC(=O)C1=C(C)NC(=O)NC1c1cn(-c2ccccc2)nc1-c1cccs1 (stereo not drawn)
→ -3 | -7 | 1.8 | -0.1 | -0.9 | -1 | 0 | 0 | 0 | -0.9 | -1.0
- CCCCC#Cc1cncc(C(=O)NN)c1
→ 0 | -9 | -0.1 | -0.1 | -1.9 | 1 | -2 | -3 | 2 | 2.2 | -0.8
- CCOc1ccc(NC(=O)/C(C#N)=C\c2ccc(N3CCCC3)c(C)c2)cc1
→ -7 | -86 | 2.3 | -0.5 | -1.1 | 0 | 0 | -4 | 2 | 0.8 | -0.8
- CCN(CC)C(=O)c1ccc(Cc2cn(C)c3ccccc23)nc1
→ -3 | -3 | 1.7 | 0.0 | 3.0 | 2 | -1 | -3 | 5 | x | -0.5
- COc1ccc(CCNC(=O)Nc2ccc3nc([C@@H]4O[C@H](CO)[C@@H](O)[C@H](O)[C@H]4O)[nH]c3c2)cc1Br
→ -4 | -12 | -1.3 | -0.8 | -3.0 | -6 | 0 | -1 | 1 | x | -0.2
- CN(CCCC(=O)Nc1ccccc1F)S(=O)(=O)c1ccc(F)cc1
→ 1 | -7 | 2.0 | -0.1 | -1.1 | -2 | -2 | -1 | 1 | 1.1 | -0.1
- O=C(O)CC1COc2ccccc2N1C(=O)c1ccccc1Cl (stereo not drawn)
→ 1 | -3 | -2.3 | -0.3 | -1.5 | 1 | -4 | -2 | -4 | 0.2 | 1.5*
- Cc1[nH]n2c(=O)c3c(nc2c1-c1ccccc1)CCCC3
→ -22 | -28 | -2.0 | -1.4 | -3.1 | -5 | 0 | -8 | -3 | -0.6 | -1.8
- COc1ccc(-c2nnc(-c3ccc(Br)o3)o2)cc1OC
→ -29 | -37 | 4.5 | -0.4 | 0.4 | 1 | 4 | -10 | 3 | 1.7 | -0.8
- CCOc1ccccc1OCCn1nc2ccccc2n1
→ 0 | -4 | 1.3 | 0.7 | -0.1 | -1 | -1 | 1 | 1 | -0.9 | -1.4
- Cc1cc2c3c(c1)C1(C(=O)N3C(C)(C)CC2C)C(C#N)=C(N)OC2=C1C(=O)CC(C)(C)C2 (stereo not drawn)
→ 5 | 3 | 0.6 | 0.8 | -1.5 | 0 | -1 | 5 | -4 | 0.0 | -0.7
- COc1cc(C)ccc1N(CCCN1C(=O)c2cccc3cccc(c23)C1=O)C(=O)c1cccs1
→ -1 | -1 | -0.9 | 0.2 | -1.9 | -4 | -1 | -1 | -2 | -0.3 | -1.3
- CCOCc1nnc(NC(=O)C2CC(=O)N(C3CCCC3)C2)s1 (stereo not drawn)
→ 2 | 0 | -0.5 | -0.2 | -2.0 | 2 | -1 | -4 | -1 | -0.8 | -1.0
- O=S(=O)(O)c1nc2ccccc2[nH]1
→ -2 | -6 | -0.7 | 0.1 | -0.8 | 5 | -1 | -6 | 2 | 0.3 | -1.7

Complete entries, quoted from the list.
Shown for `Cc1cc2c3c(c1)C1(C(=O)N3C(C)(C)CC2C)C(C#N)=C(N)OC2=C1C(=O)CC(C)(C)C2` (stereo not drawn) : PLCg1 inh: 5; PLCb3 inh: 3; hgDAF-12 ag: 0.6; DAX1 inh-1: 0.8; hcDAF12 agonist: -1.5; MBD2 DNA inh: 0; SMARCA2 activ: -1; ADAM17 inh: 5; NR1D1 modulator: -4; DAX1 inh-2: 0.0; ssDAF-12 act: -0.7
Shown for `Cc1[nH]n2c(=O)c3c(nc2c1-c1ccccc1)CCCC3` : PLCg1 inh: -22; PLCb3 inh: -28; hgDAF-12 ag: -2.0; DAX1 inh-1: -1.4; hcDAF12 agonist: -3.1; MBD2 DNA inh: -5; SMARCA2 activ: 0; ADAM17 inh: -8; NR1D1 modulator: -3; DAX1 inh-2: -0.6; ssDAF-12 act: -1.8
